High-throughput results (PubChem BioAssay)
HTR5A ag: counter-screen for OPRM1-OPRD1 agonists: human HTR5A agonism; 0.61% of 340,000 active; activation, % at 9.3 µM; AID 504692; HTR5A agonist assay, luminescence, cell-based; P47898; in the data active means activation mostly above about 9.5%, no sharp cut-off; inactive means mostly below about 7.6%;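 further: 0% = cells with vehicle only and 100% = reference agonist; strong numbers were not always called active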
SUMO Mot1 rescue: blocks SUMOylation pathway, rescuing yeast Mot1-301 growth; growth rescue, % at 18.8 µM; 1% of 320,000 active; S. cerevisiae Mot1-301 growth rescue, ATP luminescence, 38.5C; percent above DMSO median, 100 means doubled;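 active means every valid replicate shows activation above 250% relative to neutral control wells; inactive means the rest, any valid replicate at or below 250%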;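 further: OY570 slx delta 5 strain wells were the positive control but not used for scaling; some compounds called inactive have numbers as strong as hits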
AddAB inh: less growth of phage-infected E. coli with AddAB; E. coli expressing H. pylori AddAB, absorbance growth; 0.29% of 330,000 active; inhibition, % at 11.9 µM; in the data active means inhibition above about 12%;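 further: 0% = vehicle wells of infected cells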
HTR5A inv ctr: HTR5A inverse agonism, opioid heterodimer counter-screen | P47898 | HTR5A cell line, luminescence | inhibition, % at 9.3 µM | 0.083% of 340,000 active | AID 504634; in the data active means inhibition mostly above about 23%, no sharp cut-off; inactive means mostly below about 18%;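 further: 0% = cells with DMSO and 100% = no-cell wells with DMSO; some compounds called inactive have numbers as strong as hits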
OPRM1-OPRD1 ag: agonists of human mu-delta opioid receptor heterodimerization; P35372+P41143; cells, OPRM1-OPRD1 heterodimerization, luminescence; activation, % at 9.3 µM; 0.3% of 340,000 active; in the data active means activation above about 18%;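 further: 0% = vehicle-treated cells and 100% = reference agonist; values of inactives mirror those of a sister screen read the other way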
PKA-R1A act: PKA-R1A complex activation | P00514+P68181 | PKA-R1A dissociation, Cy5-IP20 fluorescence polarization; scaled: DMSO 0%, 113 µM cGMP 100% | activation, % at 11.4 µM | 0.083% of 340,000 active;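 active means percent activation above the mean of all tested compounds plus 3 SD, cut at about 19% in these data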;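 further: higher means more PKAc released from R1A so a rise in polarization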
PfHsp90 yeast 2: growth inhibition of yeast expressing Plasmodium Hsp90; S. cerevisiae expressing PfHsp90, BacTiter-Glo ATP, 48 h; yeast lacking PDR1 and PDR3 efflux regulators; inhibition, % at 9.4 µM; 0.32% of 310,000 active; AID 504621;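 active means every replicate shows inhibition above about 80%, whatever the replicate mean, limit read from the data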;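 further: 0% = DMSO neutral controls and 100% = 20 µM radicicol positive controls; yeast relying on Plasmodium falciparum Hsp90 in place of its own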
Ecoli viability: counter-screen for AddAB inhibitors: E. coli growth inhibition | inhibition, % at 11.9 µM | 0.27% of 330,000 active | E. coli V3065 growth, OD600 absorbance, 18 h | AID 449728;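 active means inhibition above the campaign's mean inhibition across all tested compounds plus 3 SD, cut at about 9.9% in these data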;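 further: uninfected addAB+ strain grown without phage in ampicillin broth; 0% = DMSO wells and 100% = ciprofloxacin 0.95 µg/ml wells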
phage Ecoli inh: E. coli growth loss with phage present; growth absorbance; AID 651602; inhibition, % at 11.9 µM; 0.26% of 360,000 active; in the data active means inhibition above about 11%
Pemphigus Ab inh: human desmoglein-3 autoantibody binding inhibition; P32926; DSG3-coupled beads, scFv-anti-DSG3-GFP binding, flow cytometry; active compounds read low; binding (percent of control), % at 10 µM; 0.48% of 310,000 active; AID 588358;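 active means binding more than 3 SD below its plate's average and above zero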;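 further: hits lower antibody fragment binding to DSG3; some compounds called inactive have numbers as strong as hits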
Target sequence (P32926 whole entry, looked up, the tested form may be a part): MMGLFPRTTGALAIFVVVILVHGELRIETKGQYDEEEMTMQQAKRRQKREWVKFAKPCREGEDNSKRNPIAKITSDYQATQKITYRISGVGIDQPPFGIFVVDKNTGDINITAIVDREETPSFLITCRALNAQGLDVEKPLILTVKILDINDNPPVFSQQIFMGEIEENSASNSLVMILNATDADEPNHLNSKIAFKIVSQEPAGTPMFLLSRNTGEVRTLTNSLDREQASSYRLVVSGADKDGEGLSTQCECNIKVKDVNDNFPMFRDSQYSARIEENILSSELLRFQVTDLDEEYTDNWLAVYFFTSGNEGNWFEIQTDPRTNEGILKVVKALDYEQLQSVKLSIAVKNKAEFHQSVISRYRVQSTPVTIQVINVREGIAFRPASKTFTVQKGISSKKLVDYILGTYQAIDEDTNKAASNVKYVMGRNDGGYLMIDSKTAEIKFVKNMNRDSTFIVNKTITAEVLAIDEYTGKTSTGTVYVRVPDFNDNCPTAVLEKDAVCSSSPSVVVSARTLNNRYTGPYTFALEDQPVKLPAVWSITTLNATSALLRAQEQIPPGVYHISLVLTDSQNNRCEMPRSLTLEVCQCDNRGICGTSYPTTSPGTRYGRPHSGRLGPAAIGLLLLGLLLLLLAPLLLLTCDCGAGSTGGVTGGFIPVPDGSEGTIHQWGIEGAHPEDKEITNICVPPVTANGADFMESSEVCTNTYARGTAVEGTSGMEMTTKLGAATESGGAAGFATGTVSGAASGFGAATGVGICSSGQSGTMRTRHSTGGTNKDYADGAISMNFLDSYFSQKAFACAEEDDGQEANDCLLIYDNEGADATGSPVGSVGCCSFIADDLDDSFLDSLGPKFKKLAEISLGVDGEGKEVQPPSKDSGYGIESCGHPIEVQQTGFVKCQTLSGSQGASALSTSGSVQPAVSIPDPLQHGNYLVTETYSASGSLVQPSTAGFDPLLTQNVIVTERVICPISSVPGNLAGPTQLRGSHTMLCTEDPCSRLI
MOR-DOR inv ag: inverse agonist of human OPRM1-OPRD1 heterodimerization | cell-based MOR-DOR heterodimer luminescence, inverse agonism | 0.21% of 340,000 active | P35372+P41143 | inhibition, % at 9.3 µM | AID 504357; in the data active means inhibition above about 22%, passing the limit was not always enough;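 further: 0% = cells with DMSO and 100% = wells without cells with DMSO; values of inactives mirror those of a sister screen read the other way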
* hit, by the source's call.

For O=C(COC(=O)c1ccc(Br)c(S(=O)(=O)N2CCOCC2)c1)NC1CC1 the results were HTR5A ag -2.2, SUMO Mot1 rescue -1.2, AddAB inh 0.2, HTR5A inv ctr 9.0, OPRM1-OPRD1 ag -1.4, PKA-R1A act 4.4, PfHsp90 yeast 2 -4.4, Ecoli viability -3.8, phage Ecoli inh 2.2, Pemphigus Ab inh 137.9 and MOR-DOR inv ag 7.1.
CC(C)(C)NC(=O)C(=O)N/N=C/c1cccs1 was read as HTR5A ag 4.2, SUMO Mot1 rescue -5.5, AddAB inh 2.2, HTR5A inv ctr -11.1, OPRM1-OPRD1 ag -0.4, PKA-R1A act 5.5, Ecoli viability -1.4, phage Ecoli inh 1.2 and MOR-DOR inv ag 2.4.
For Cc1cc(C)c2c(CC(=O)O)coc2c1 the results were HTR5A ag 1.2, AddAB inh 0.3, HTR5A inv ctr 15.1, OPRM1-OPRD1 ag 0.3, PKA-R1A act -8.2, PfHsp90 yeast 2 17.1, Ecoli viability 1.9, phage Ecoli inh 3.3, Pemphigus Ab inh 96.7 and MOR-DOR inv ag -1.5.
Screening CCOc1ccc(-c2c(C(=O)N/N=C/c3cccs3)nnn2-c2nonc2N)cc1 returned HTR5A ag -3.6, SUMO Mot1 rescue 28.8, AddAB inh 3.2, HTR5A inv ctr 14.7, OPRM1-OPRD1 ag -0.1, PKA-R1A act 1.2, PfHsp90 yeast 2 -7.4, Ecoli viability 1.0, phage Ecoli inh -0.4 and MOR-DOR inv ag 0.3.
Screening CCC1CN(C(=O)N2CCC(C(=O)Nc3ccccc3F)CC2)c2ccccc2O1 (configuration not stated) returned HTR5A ag -2.1, SUMO Mot1 rescue 10.1, AddAB inh 5.5, HTR5A inv ctr 7.9, OPRM1-OPRD1 ag -3.8, PKA-R1A act -7.4, PfHsp90 yeast 2 9.2, Ecoli viability 0.7, phage Ecoli inh 2.7, Pemphigus Ab inh 107.5 and MOR-DOR inv ag 19.9.
Screening N#Cc1nc(COc2ccc(Cl)cc2Cl)oc1N1CCN(c2ccccc2)CC1 returned HTR5A ag 0.2, SUMO Mot1 rescue -11.2, AddAB inh 2.5, HTR5A inv ctr -28.9, OPRM1-OPRD1 ag 3.0, PKA-R1A act -7.0, PfHsp90 yeast 2 -1.9, Ecoli viability 0.8, phage Ecoli inh 2.5, Pemphigus Ab inh 102.3 and MOR-DOR inv ag -15.5.
For COCC1CCN(C(=O)C2CCC(=O)N(CC3CCCCC3)C2)CC1 (configuration not stated) the results were HTR5A ag 2.6, SUMO Mot1 rescue 182.5, AddAB inh 2.9, HTR5A inv ctr 0.1, OPRM1-OPRD1 ag -1.8, PKA-R1A act -4.4, PfHsp90 yeast 2 -2.8, Ecoli viability -2.1, phage Ecoli inh 3.0, Pemphigus Ab inh 78.4 and MOR-DOR inv ag 9.1.
For COC(CNC(=O)c1ccc2c(c1)nc(C)n2-c1ccc(F)c(F)c1)OC the results were HTR5A ag -0.7, SUMO Mot1 rescue -7.5, AddAB inh -0.6, HTR5A inv ctr -20.4, OPRM1-OPRD1 ag -1.6, PKA-R1A act 5.9, PfHsp90 yeast 2 -8.2, Ecoli viability 0.5, phage Ecoli inh 1.0 and MOR-DOR inv ag 8.9.
N#C/C(=C/Nc1ccccc1C(=O)O)C(N)=O was read as HTR5A ag -0.1, SUMO Mot1 rescue -10.1, AddAB inh 0.4, HTR5A inv ctr -9.1, OPRM1-OPRD1 ag -3.1, PKA-R1A act -2.1, PfHsp90 yeast 2 12.1, Ecoli viability 0.9, phage Ecoli inh 0.6, Pemphigus Ab inh 97.0 and MOR-DOR inv ag 16.2.
`CCOc1ccc2nc(NS(=O)(=O)c3ccc4c(c3)n(C)c(=O)n4C)sc2c1` gave HTR5A ag 1.1, SUMO Mot1 rescue 12.2, AddAB inh -1.3, HTR5A inv ctr 8.8, OPRM1-OPRD1 ag 0.4, PKA-R1A act -9.5, PfHsp90 yeast 2 -1.6, Ecoli viability -2.0, phage Ecoli inh 1.9, Pemphigus Ab inh 88.6 and MOR-DOR inv ag -2.0.
Screening Cc1nc2cc3nc(C)sc3cc2s1 returned HTR5A ag 3.0, SUMO Mot1 rescue -25.6, AddAB inh 4.1, HTR5A inv ctr -8.8, OPRM1-OPRD1 ag -1.2, PKA-R1A act -4.6, PfHsp90 yeast 2 -7.3, Ecoli viability 2.5, phage Ecoli inh -0.3, Pemphigus Ab inh 109.3 and MOR-DOR inv ag 6.9.
C=CCN1C(=S)N[C@@H]2CS(=O)(=O)C[C@@H]21 was read as SUMO Mot1 rescue -9.9, AddAB inh -2.5, Ecoli viability -1.4, phage Ecoli inh 0.1 and Pemphigus Ab inh 105.7.
Screening CCCCCNC(=O)N[C@H](C(=O)O)C(C)C returned HTR5A ag -1.0, SUMO Mot1 rescue 0.0, AddAB inh 2.0, HTR5A inv ctr -3.4, OPRM1-OPRD1 ag -3.5, PKA-R1A act -12.0, PfHsp90 yeast 2 28.4, Ecoli viability 0.2, phage Ecoli inh 2.2, Pemphigus Ab inh 89.8 and MOR-DOR inv ag 17.6.
Screening O=C(NC1CCCC1)C(c1ccco1)N(C(=O)c1ccco1)c1ccccc1 (configuration not stated) returned HTR5A ag 7.1, SUMO Mot1 rescue -20.0, AddAB inh 0.2, HTR5A inv ctr -20.2, OPRM1-OPRD1 ag -0.4, PKA-R1A act 2.7, PfHsp90 yeast 2 8.7, Ecoli viability -1.3, phage Ecoli inh -1.1 and MOR-DOR inv ag 2.6.
Cc1nn(Cc2c(Cl)cccc2Cl)c(Cl)c1/C=C/C(=O)OCC(=O)NCC(F)(F)F was read as HTR5A ag -1.8, SUMO Mot1 rescue -19.7, AddAB inh 1.1, HTR5A inv ctr -36.2, OPRM1-OPRD1 ag -0.2, PKA-R1A act -4.3, PfHsp90 yeast 2 5.8, Ecoli viability -0.2, phage Ecoli inh 2.6, Pemphigus Ab inh 96.2 and MOR-DOR inv ag 1.2.
Screening CCc1cccc(NC(=O)CCCN2C(=O)C(c3ccccc3)Oc3cccnc32)c1 (configuration not stated) returned HTR5A ag -2.6, SUMO Mot1 rescue -2.5, AddAB inh 1.4, HTR5A inv ctr 5.1, OPRM1-OPRD1 ag -1.6, PKA-R1A act 1.6, PfHsp90 yeast 2 6.6, Ecoli viability 0.2, phage Ecoli inh 0.6, Pemphigus Ab inh 98.1 and MOR-DOR inv ag 8.8.
COc1ccc(N=Nc2cnc(C)nc2-c2ccccc2)cc1 was read as HTR5A ag -1.4, SUMO Mot1 rescue 69.5, AddAB inh 2.2, HTR5A inv ctr 3.0, OPRM1-OPRD1 ag 1.1, PKA-R1A act -2.1, Ecoli viability -1.5, phage Ecoli inh 2.1, Pemphigus Ab inh 105.8 and MOR-DOR inv ag -5.6.
`CCOC(=O)c1cc2c3ccccc3n(CC)c2nc1N` gave HTR5A ag -6.1, SUMO Mot1 rescue -9.8, AddAB inh 3.2, HTR5A inv ctr 13.4, OPRM1-OPRD1 ag -0.2, PKA-R1A act -17.9, Ecoli viability 1.0, phage Ecoli inh 1.2, Pemphigus Ab inh 79.2 and MOR-DOR inv ag 0.8.
For O=C(C[C@@H]1C/C=C\C[C@H](NC(=O)OCC2c3ccccc3-c3ccccc32)C(=O)OC[C@@H]2CCCN2C1=O)NCCO the results were HTR5A ag 0.5, SUMO Mot1 rescue 119.0, AddAB inh 0.2, HTR5A inv ctr -6.0, OPRM1-OPRD1 ag -1.3, PKA-R1A act -4.2, PfHsp90 yeast 2 -6.2, Ecoli viability -1.1, phage Ecoli inh 3.4, Pemphigus Ab inh 95.9 and MOR-DOR inv ag 7.7.
CCC(=O)Nc1cc(=O)[nH]c2ncnn12 was read as HTR5A ag 5.8, SUMO Mot1 rescue 2.1, AddAB inh 0.8, HTR5A inv ctr -15.7, OPRM1-OPRD1 ag -2.5, PKA-R1A act -3.3, PfHsp90 yeast 2 -4.6, Ecoli viability -0.5, phage Ecoli inh 1.4, Pemphigus Ab inh 102.9 and MOR-DOR inv ag 14.9.
Screening COc1cc(Cl)c(C)cc1NC(C)C(=O)Nc1cc(C(F)(F)F)ccc1N1CCOCC1 (configuration not stated) returned HTR5A ag -2.9, SUMO Mot1 rescue 1.3, AddAB inh 1.1, HTR5A inv ctr 3.5, OPRM1-OPRD1 ag 0.3, PKA-R1A act -1.0, PfHsp90 yeast 2 -4.5, Ecoli viability -0.1, phage Ecoli inh 0.8, Pemphigus Ab inh 108.4 and MOR-DOR inv ag -1.7.
`Cn1nc(C(=O)Nc2ccc(Br)cc2)cc1C(=O)Nc1ccc(Br)cc1` gave HTR5A ag -0.2, SUMO Mot1 rescue 7.5, AddAB inh -0.4, HTR5A inv ctr 0.6, OPRM1-OPRD1 ag -1.1, PKA-R1A act -1.6, PfHsp90 yeast 2 25.4, Ecoli viability -2.7, phage Ecoli inh 1.6, Pemphigus Ab inh 93.7 and MOR-DOR inv ag 5.3.
`CCOc1ccc(CCN2C(=O)c3ccc(C(=O)O)cc3C2=O)cc1OCC` gave HTR5A ag 1.1, SUMO Mot1 rescue -2.0, AddAB inh 1.6, HTR5A inv ctr -4.2, OPRM1-OPRD1 ag 0.2, PKA-R1A act 4.1, PfHsp90 yeast 2 -14.6, Ecoli viability 1.2, phage Ecoli inh 3.4, Pemphigus Ab inh 134.0 and MOR-DOR inv ag -1.3.
For CCN1CCN(C/C(C)=C/c2ccccc2)CC1 the results were HTR5A ag 6.0, SUMO Mot1 rescue 8.1, HTR5A inv ctr -37.1, OPRM1-OPRD1 ag -0.2, PKA-R1A act -5.6, PfHsp90 yeast 2 -9.2, phage Ecoli inh 4.4, Pemphigus Ab inh 95.6 and MOR-DOR inv ag 1.0.
For COc1ccc(OC)c(NC(=O)c2cc(S(=O)(=O)N(C)C)ccc2N2CCCC2)c1 the results were HTR5A ag 3.8, AddAB inh -1.1, HTR5A inv ctr 3.7, OPRM1-OPRD1 ag -0.2, PKA-R1A act -4.0, Ecoli viability -1.8, phage Ecoli inh 0.5, Pemphigus Ab inh 108.8 and MOR-DOR inv ag 1.1.
COc1cc(-c2cc(C(=O)NCc3ccco3)c3ccccc3n2)cc(OC)c1OC was read as HTR5A ag 5.8, SUMO Mot1 rescue -17.4, AddAB inh 3.0, HTR5A inv ctr -17.2, OPRM1-OPRD1 ag 0.4, PKA-R1A act -1.9, PfHsp90 yeast 2 1.1, Ecoli viability -0.1, phage Ecoli inh -0.6, Pemphigus Ab inh 118.5 and MOR-DOR inv ag -3.2.
`COc1ccc(-c2nnn(CC(=O)N(Cc3ccccc3Cl)C(C(=O)NCC3CCCO3)c3ccco3)n2)cc1` (configuration not stated) gave HTR5A ag -1.1, SUMO Mot1 rescue -16.8, AddAB inh 0.8, HTR5A inv ctr -8.6, OPRM1-OPRD1 ag 2.3, PKA-R1A act -15.7, PfHsp90 yeast 2 -12.7, Ecoli viability -0.8, phage Ecoli inh 2.4, Pemphigus Ab inh 101.8 and MOR-DOR inv ag -11.7.
For CN(CCc1ccccn1)C(=O)c1cccnc1Oc1ccc(Cl)cc1 the results were HTR5A ag 1.3, SUMO Mot1 rescue 3.8, AddAB inh 2.1, HTR5A inv ctr -3.3, OPRM1-OPRD1 ag 0.1, PKA-R1A act 2.7, PfHsp90 yeast 2 32.3, Ecoli viability -1.7, phage Ecoli inh 2.4 and MOR-DOR inv ag -0.4.

This is a random part of the collection (roughly 3.2% active in at least one column).
